M18AAP inhibitor = PfM18AAP enzyme inhibition; inhibition, % at 7.35 µM; hit rate 1.2% among 290,000; AID 1822; recombinant PfM18AAP, H-Glu-NHMec fluorogenic cleavage;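 active = inhibition above the campaign mean inhibition over all tested compounds plus 3 SD, cut at about 28% in these data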;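 note: 0% = plate median of test compound wells and 100% = 2 mM ZnCl2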
MEKK2mut PB1 HTS = signal of MEK5 binding to mutant human MEKK2 PB1 domain; AID 1530; percent response, % at 10 µM; hit rate 0.35% among 290,000; bead flow cytometry, Alexa488-MEK5 binding to MEKK2 mutant; in the data active = percent response above about 24%, passing the limit was not always enough; note: inactives centre near 1; some results filed as inactive read as strong as hits
OXTR ag = agonists of human oxytocin receptor; P30559; CHO-OTR cells, Fluo-8 calcium fluorescence; normalized: DMSO 0%, oxytocin 100%; activation, % at 3 µM; hit rate 0.32% among 320,000; AID 2435;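 active = activation above the mean of all tested compounds plus 3 SD, cutoff set per screening run, cut at about 20% in these data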;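 note: peak over basal fluorescence ratio from a 100 s FLIPR kinetic read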
Target sequence (P30559 whole entry, looked up): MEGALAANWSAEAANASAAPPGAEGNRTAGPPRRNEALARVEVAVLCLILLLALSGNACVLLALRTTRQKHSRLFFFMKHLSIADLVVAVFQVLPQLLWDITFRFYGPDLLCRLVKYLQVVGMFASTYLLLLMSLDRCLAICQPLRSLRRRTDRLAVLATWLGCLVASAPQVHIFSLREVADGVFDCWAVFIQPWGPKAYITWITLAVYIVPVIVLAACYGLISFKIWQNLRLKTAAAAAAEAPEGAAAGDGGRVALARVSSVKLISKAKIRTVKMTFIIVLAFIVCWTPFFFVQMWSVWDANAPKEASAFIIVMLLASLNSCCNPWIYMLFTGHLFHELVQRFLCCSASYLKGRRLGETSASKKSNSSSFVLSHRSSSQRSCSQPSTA
NALP1 yeast inh = blocks the NALP1 inflammasome reconstituted in yeast; S. cerevisiae NALP1/ASC/caspase-1 growth, X-gal OD620, 72 h; hit rate 0.61% among 280,000; inhibition, % at 10 µM; in the data active = inhibition mostly above about 24%, no sharp cut-off; inactive = mostly below about 32%; note: some compounds called inactive have numbers as strong as hits
OXTR potentiate = potentiates the human oxytocin receptor response | P30559 | CHO-OTR cells, Fluo-8 calcium fluorescence, potentiator mode; 0% = oxytocin EC15, 100% = EC100 | activation, % at 3 µM | hit rate 0.061% among 320,000 | AID 2445;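 active = activation above that plate's cutoff, the mean activation of tested compounds plus 3 SD, cut at about 6.6% in these data, passing the limit was not always enough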;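 note: 100% uses oxytocin at 75 nM as the full agonist control; some results filed as inactive read as strong as hits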
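Material: CHO-OTR cells, human receptor; compound dosing: single dose, 3.0 µM nominal final compound concentration; schedule: 6 min compound pre-incubation at room temperature, 100 s kinetic read; measured by: kinetic Fluo-8 calcium fluorescence; read-out basis: % activation vs EC15 and EC100 oxytocin; controls: EC15 oxytocin alone as 0%, 75 nM oxytocin as 100%; replicates: singlicate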
GalR3 antagonist = human GalR3 antagonism; inhibition, % at 3 µM; O60755; HEK293 GalR3-CNG cAMP membrane potential fluorescence; galR3 body fused to GalR1 C-terminus; hit rate 0.44% among 360,000;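 active = inhibition above the screen-wide average plus 3 SD, cut at about 13% in these data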;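 note: forskolin and galanin both at EC90 stimulate the cells; cAMP rise reported by CNG channel membrane potential dye signal; 0% = forskolin plus galanin with DMSO and 100% = forskolin alone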
Target sequence (O60755 1-299 limits assumed): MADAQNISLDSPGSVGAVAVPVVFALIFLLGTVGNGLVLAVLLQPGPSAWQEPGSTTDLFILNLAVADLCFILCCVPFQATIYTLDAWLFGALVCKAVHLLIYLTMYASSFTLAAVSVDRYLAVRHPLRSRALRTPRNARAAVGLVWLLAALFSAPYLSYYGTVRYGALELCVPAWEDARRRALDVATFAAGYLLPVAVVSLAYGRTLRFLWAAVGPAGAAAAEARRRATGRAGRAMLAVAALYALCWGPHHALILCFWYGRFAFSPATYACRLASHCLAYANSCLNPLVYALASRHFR
GPR7 antagonist = blocks human GPR7 receptor signaling. P48145. GPR7-expressing cells, fluorescence antagonist assay. inhibition, % at 4.4 µM. hit rate 1.1% among 290,000. AID 1861; in the data active = inhibition above about 16%, passing the limit was not always enough;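 note: cells stimulated with the agonist NPW; 0% = agonist with vehicle and 100% = vehicle without agonist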
V1aR counter = counter-screen for oxytocin receptor agonists: human V1a receptor agonists | P37288 | CHO-V1R cells, Fluo-8 calcium fluorescence, agonist mode; 0% DMSO, 100% 3 nM vasopressin | activation, % at 3 µM | hit rate 0.25% among 320,000 | AID 2797;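 active = activation above the mean activation of all tested compounds plus 3 SD, per screening run, cut at about 20% in these data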;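 note: signal is peak over basal fluorescence ratio across a 100 second FLIPR read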
MEKK2 WT-MEK5 = raises or lowers MEK5 binding to wildtype human MEKK2 PB1 domain; hit rate 1.1% among 290,000; binding response (% of control), % at 10 µM; bead flow cytometry, Alexa488-MEK5 binding to MEKK2 WT; actives lie on both sides; Q9Y2U5; AID 1531; in the data active = binding response below about 67% or above about 130%
* marks the source's active call; other numbers are inactive results; x = no result given; & = joins results of further samples. Rows are unselected; overall some 4.1% were active at least once.

Structure	M18AAP inhibitor	MEKK2mut PB1 HTS	OXTR ag	NALP1 yeast inh	OXTR potentiate	GalR3 antagonist	GPR7 antagonist	V1aR counter	MEKK2 WT-MEK5
COc1ccc(/C=N/Nc2nc(Nc3ccccc3)nc(N3CCCCC3)n2)cc1OC	-2	-1	-2.3	16	-17	-8	-8	-0.3	101
COC(=O)c1ccccc1NC(=O)COc1ccc(S(=O)(=O)NC(C)C)cc1	-3	3	-0.9	14	-27	-5	-6	-0.8	103
COc1ccc(/C=C/C(=O)NNC(=O)c2cc(C)oc2C)cc1	x	x	-0.2	x	-1	-2	x	0.7	x
COc1ccc(OC)c(NC(=O)NNS(=O)(=O)c2ccc(C)cc2C)c1	12	3	0.3	-4	-1	0	-8	1.9	96
CCCS(=O)(=O)N1CCC(C(=O)NC2CCC(C)CC2)CC1 (configuration not stated)	-2	3	0.4	-28	-7	-3	-14	-0.4	100
CCOc1ccc(/C=C2\SC(=O)N(CCNC(=O)CN3C(=O)NC4(CCCC4)C3=O)C2=O)cc1OC	-10	3	-1.2	6	-3	-4	-9	0.0	101
Cc1cc2c(SCC(=O)NC3CCCC3)ncnc2s1	2	0	-0.9	10	-3	-8	-8	0.9	95
Cc1cccnc1NC(=O)c1ccc(NS(=O)(=O)/C=C/c2ccccc2)cc1	x	x	0.4	x	-11	-2	x	0.3	x
CC(C)C(=O)Nc1ccc(C(=O)N/N=C/C2CC3C=CC2C3)cc1 (configuration not stated)	2	0	-0.2	15	-8	-6	-4	0.5	97
O=C(Nc1nc(-c2cccs2)cs1)c1cccc(S(=O)(=O)N2CCCCCC2)c1	-2	3	-0.6	-11	-20	-2	-13	0.0	97
Cc1ccc(NC(=O)CNCCCN2CCOCC2)cc1S(=O)(=O)N1CCCCC1	2	4	1.0	16	-4	-4	-11	0.3	102
Cc1cccc(C(C)C)c1NC(=O)CN1C(=O)NC(Cc2ccccc2)C1=O (configuration not stated)	x	x	0.4	x	-1	-3	x	0.2	x
O=C(CSCc1cnn(-c2ccccc2)c1-n1cccc1)NCc1ccc2c(c1)OCO2	-2	1	x	58	x	-4	-6	x	97
O=C1CN(C(=O)c2ccccc2F)c2ccccc2N1	0	-1	0.3	5	-7	-3	-11	0.0	100
COc1ccc(S(=O)(=O)N2CCOCC2)cc1NC(=O)c1ccc2c(c1)OCO2	x	x	0.9	x	-3	-4	x	1.4	x
Cc1ccc2ccc(C(Nc3ccccn3)c3ccccc3)c(O)c2n1 (configuration not stated)	18	0	-1.2	-12	-6	-2	-7	-0.7	108
COc1ccc(/C=C/C(=O)OCC(=O)Nc2c(C)cccc2C)cc1	0	-3	-2.2	1	-8	-5	-13	-0.6	100
OCc1nc2ccccc2n1CCCOc1ccc(Br)cc1	-3	1	1.5	x	-9	-2	3	1.1	101
COC(=O)c1cccc(NC(=O)c2ccc3c(c2)C(=O)N(Cc2cccnc2)C3=O)c1C	0	-3	0.0	12	-9	2	-9	0.9	99
Nc1nonc1-n1nnc(C(=O)N/N=C/c2ccco2)c1CSc1ccccc1	9	-11	-0.1	22	-17	-7	2	0.5	95
CCNC(=O)NC(=O)C(C)OC(=O)CCCSc1nc2ccccc2s1 (configuration not stated)	-5	0	-0.1	20	-4	-4	9	3.1	102
CCC(C)Sc1cccc(-c2nc3cc(C)ccn3c2NCc2ccccc2)c1 (configuration not stated)	x	x	-1.7	x	-11	1&-10	x	-1.4	x
Cc1ccc(Cn2ccsc2=NC(=O)COC(=O)c2ccc(O)cc2O)cc1	1	2	3.2	11	-11	-3	12	7.6	95
CCOC(=O)c1ccccc1NC(=O)CSc1nnc(COc2ccccc2C)n1C	2	0	-2.1	23	-4	-6	22	1.1	98
COc1ccc(C(C)=O)cc1COC(=O)CCNS(=O)(=O)c1ccc(C)c(C)c1	x	x	3.2	x	-15	-1	x	1.2	x
O=C(O)C1Cc2ccccc2-c2ccccc2C1	-13	14	0.7	5	4	-8	-6	1.3	102
COc1ccc([N+](=O)[O-])cc1NS(=O)(=O)c1ccc(C(=O)N2CCCC2)cc1	x	x	1.3	x	-10	-2	x	1.0	x
COC(=O)c1cc(Sc2c(Cl)cccc2Cl)ccn1	-7	1	0.8	5	-5	1	3	2.0	100
CCCN(CCC)S(=O)(=O)c1nc2nc(C)cc(C)n2n1	-3	-17	0.5	20	2	-5	20	0.1	70
CC(C)Cn1c(N)c(C(=O)COC(=O)c2cnccn2)c(=O)n(C)c1=O	x	x	0.1	x	3	-2	x	-0.9	x
COc1ccc(CC(=O)Nc2ccc(S(=O)(=O)N(C)C3CCN(C)CC3)cc2)cc1	x	x	2.4	x	-2	-6	x	1.8	x
O=C(NCc1cccs1)c1noc2c1CCCCC2	11	-1	-1.4	6	-5	-3	-9	-0.6	96
CC1(C)C(=O)OC(c2c(F)c(F)c(F)c(F)c2F)C2(CCCCC2)C1=O (configuration not stated)	-4	-1	-1.4	3	3	-1	-11	0.5	98
CCc1ccc(-c2cc(C)no2)cc1S(=O)(=O)N1CCCN(Cc2ccc(F)cc2)C1	3	6	-1.8	4	-4	-2	16	1.1	108
CCOC(=O)C1CCN(Cc2cc(C(C)(C)C)c(O)c(C(C)(C)C)c2)CC1	-14	0	0.2	-7	2	-4	5	1.2	110
C[N+]1(CC2COC3(CCCCC3)O2)CCCC1 (configuration not stated)	2	-3	1.0	30	6	4	0	0.5	91
CC(C)(Oc1ccc(Cl)cc1)C(=O)NC1CCSC1=O (configuration not stated)	-2	2	0.0	19	-6	x	-3	0.0	97
CCc1nnc(NC2=NCCC2)s1	13	1	-0.3	-4	-2	-2	-3	0.9	106
COc1cccc(-c2nc(-c3ccc(C(=O)O)cc3)no2)c1	x	5	-0.1	x	0	-2	x	0.0	111
CCN1CCCC1CN=Cc1c(O)n(-c2ccccc2)c(=O)c2ccccc12 (configuration not stated)	-8	1	-1.0	12	-4	-5	-7	0.4	106
Cc1ccc2nc(-c3ccccc3)c(CN3CCOCC3)n2c1	1	13	-0.3	-4	-1	3	-1	-0.1	106
Cc1csc(Sc2nc3c(c(=O)[nH]c(=O)n3C)n2Cc2ccccc2Cl)n1	-3	-9	0.2	-6	1	-3	5	0.3	79
O=C(CSc1nnc(COc2ccccc2)n1Cc1ccco1)Nc1ccc2c(c1)OCCO2	-21	x	3.4	6	-5	-2	29*	1.2	x
COC(=O)c1cn(Cc2ccc(C(F)(F)F)cc2)cc(F)c1=O	0	11	0.7	x	-7	-4	-14	0.7	108
NC(=O)c1c(NC(=O)c2cccs2)sc2c1CCCCCC2	5	4	2.5	14	-7	-10	-8	4.1	100
CC(=O)Nc1cc2c(cc1NC(=O)Cn1nc(-c3ccc4c(c3)OCCO4)ccc1=O)OCCO2	5	4	1.0	11	-6	-1	-8	0.7	99
COc1cc(Br)c(C(=O)c2nccc3cc(OC)c(OC)cc23)cc1OC	1	0	-0.1	x	-5	-2	-11	-0.3	102
CN(C(=O)CN1C(=O)/C(=C/c2ccc(F)cc2)SC1=S)C1CCS(=O)(=O)C1 (configuration not stated)	-18	2	0.7	12	-6	-1	11	2.4	102
O=C1CC(N2CCC(O)(c3ccc(Br)cc3)CC2)C(=O)N1c1ccc(Cl)cc1 (configuration not stated)	0	-1	6.8	48	-5	-3	0	2.9	102
CN(C)/C=C1\N=C(c2ccccc2)OC1=O	8	-5	-0.6	-13	-7	-2	-14	-0.2	93

Continuation.
Structure	M18AAP inhibitor	MEKK2mut PB1 HTS	OXTR ag	NALP1 yeast inh	OXTR potentiate	GalR3 antagonist	GPR7 antagonist	V1aR counter	MEKK2 WT-MEK5
CC(C)CC(=O)Nc1ccc2c(c1)OCO2	-3	-6	0.8	18	-6	-6	-8	0.4	94
COc1ccccc1N(C)S(=O)(=O)c1ccc(C(=O)OCC(=O)NCc2cccs2)cc1	-2	4	1.2	x	-6	-5	-8	3.4	91
O=c1[nH]c(/C=C/c2ccccn2)nc2ccccc12	6	-1	1.3	38	-8	-7	4	0.1	105
Cc1ccc(C(=O)NCCN2C3=NC[C@H](C)N3C[C@H]2Cc2ccc(O)cc2)cc1Br	-16	9	0.5	10	-9	-1	-6	0.4	114
CCCCc1ccc(-c2csc(/C(C#N)=C/c3ccc(C)o3)n2)cc1	3	0	0.5	17	-8	3	1	0.5	102
Cc1c(C(=O)NC2CC(=O)N(c3ccc4c(c3)OCCO4)C2)cccc1[N+](=O)[O-] (configuration not stated)	x	x	0.2	x	6	-2	x	-0.2	x
CC(C)N(Cc1nc(-c2ccccc2)no1)S(=O)(=O)c1ccccc1	-2	10	-2.1	4	-4	x	-11	0.8	106
CN(C)c1ccc(/C=C/C(O)=C2/C(=O)N(C)C3(C)CC2c2ccccc2O3)cc1 (configuration not stated)	-3	-2	9.2	8	-26	x	-7	12	89
CN(C1CCCCC1)S(=O)(=O)c1ccc(-n2cnnn2)cc1	1	1	-0.3	22	-4	-2	1	-0.3	99
Cc1cccc(C)c1NC(=O)C1(NC(=O)Cn2cccc([N+](=O)[O-])c2=O)CCCCC1	5	-2	-0.4	-8	7	0	-4	0.5	103
Clc1ccccc1CSc1nncn1-c1cccnc1	-16	-10	0.0	25	-11	x	-10	0.0	83
N/C(CN1CCCC1=O)=N\OC(=O)c1ccccc1Cl	-5	-2	2.7	28	-10	4	-3	0.6	97
COc1nc(N2CCCC2)nc(-n2nnc(C(C)=O)c2C)n1	-9	-11	-1.6	-19	-9	-1	-13	-1.2	98
